BioA inh: M. tuberculosis BioA enzyme inhibitors, primary screen, biochemical, plate reader, single point, HTS | inhibition, % at 9.99 µM | AID 602481, 2012 | 7,8-diaminopelargonic acid synthase BioA (Mycobacterium tuberculosis) | 0.096% of 360,000 active | purified M. tuberculosis BioA enzyme; in the data active = inhibition above about 40%
The depositor's hits bear a star.

> C[C@@H]1CN([C@@H](C)CO)C(=O)c2cc(NC(=O)c3ccccc3)ccc2O[C@@H](C)CCCCO[C@H]1CN(C)C(=O)NC1CCCCC1
  BioA inh: -3.5
> C[C@H]1CN([C@@H](C)CO)C(=O)c2cccc(NC(=O)Nc3cccc4ccccc34)c2O[C@H]1CN(C)C(=O)Nc1ccc(F)cc1
  BioA inh: -1.3
> C[C@@H]1CN([C@@H](C)CO)C(=O)c2cccc(NC(=O)C3CC3)c2O[C@H]1CN(C)Cc1ccncc1
  BioA inh: 0.3
> Cc1ccc(S(=O)(=O)N[C@H]2CC[C@@H](CCn3cc(C4CCCC4)nn3)O[C@@H]2CO)cc1
  BioA inh: -4.3
> C[C@H]1CN([C@@H](C)CO)C(=O)Cc2cc(NC(=O)c3ccncc3)ccc2O[C@@H]1CN(C)Cc1ccc(-c2ccccc2)cc1
  BioA inh: -2.0
> Cc1noc(C)c1S(=O)(=O)Nc1ccc2c(c1)CC(=O)N([C@@H](C)CO)C[C@H](C)[C@@H](CN(C)Cc1ccc(Cl)c(Cl)c1)O2
  BioA inh: -0.7
> COCC(=O)N(C)C[C@@H]1Oc2ncc(C#Cc3ccncc3)cc2C(=O)N([C@H](C)CO)C[C@@H]1C
  BioA inh: -0.4
> C[C@@H]1CN([C@H](C)CO)C(=O)c2cc(NC(=O)Nc3ccc4c(c3)OCO4)ccc2O[C@H]1CN(C)Cc1ccc(C(=O)O)cc1
  BioA inh: -0.2
> C[C@H]1CN([C@@H](C)CO)C(=O)Cc2cc(NC(=O)Nc3ccc(F)cc3)ccc2O[C@@H]1CN(C)C(=O)Nc1ccccc1
  BioA inh: -2.8
> O=S(=O)(c1ccc(F)cc1)N1CCCCN2[C@H](C1)[C@H](c1ccc(-c3cncnc3)cc1)[C@@H]2CO
  BioA inh: -8.0
> C[C@H](CO)N1C[C@H](C)[C@H](CN(C)S(=O)(=O)c2ccc(F)cc2)Oc2c(NC(=O)Nc3ccc(F)cc3)cccc2C1=O
  BioA inh: 8.9
> CCC(=O)N1[C@@H]2c3ccc(C4=CCCCC4)c(=O)n3C[C@H]1[C@H](CO)[C@H]2C(=O)N[C@H](C)c1ccccc1
  BioA inh: -0.8
> COc1ccc(CN(C)C[C@H]2OCCCC[C@H](C)Oc3ccc(N(C)C)cc3C(=O)N([C@H](C)CO)C[C@@H]2C)cc1
  BioA inh: 0.4
> COc1ccc(CN(C)C[C@@H]2Oc3ccc(NC(=O)Nc4ccc(OC)cc4)cc3CC(=O)N([C@H](C)CO)C[C@@H]2C)cc1
  BioA inh: -3.7
> CN(C)C(=O)C[C@H]1CC[C@@H](NC(=O)C2CCOCC2)[C@H](CO)O1
  BioA inh: -1.4

Of the compounds above, two have an aryl methoxy group.
> COc1ccc(CN(C)C[C@H]2OCCCC[C@H](C)Oc3ccc(N(C)C)cc3C(=O)N([C@H](C)CO)C[C@@H]2C)cc1
  BioA inh: 0.4
> COc1ccc(CN(C)C[C@@H]2Oc3ccc(NC(=O)Nc4ccc(OC)cc4)cc3CC(=O)N([C@H](C)CO)C[C@@H]2C)cc1
  BioA inh: -3.7

Next entries
> N#Cc1cccc(-c2ccc([C@H]3[C@H](CO)N4CCCCN(C(=O)Cc5cccnc5)C[C@@H]34)cc2)c1
  BioA inh: -1.8
> COc1cccc(-c2ccc3c(c2)[C@@H]2[C@@H](CCN2C(=O)c2ccccn2)[C@H](CO)N3)c1
  BioA inh: -0.4
> C[C@@H]1CN([C@H](C)CO)C(=O)c2cccc(NC(=O)C3CCCCC3)c2O[C@@H]1CN(C)S(C)(=O)=O
  BioA inh: -1.3
> CCC(=O)Nc1ccc2c(c1)C(=O)N(C)C[C@H](OC)[C@H](C)CN(C(=O)c1ccc(F)cc1)[C@H](C)CO2
  BioA inh: -1.5
> CO[C@@H]1CN(C)C(=O)c2cc(NC(=O)C3CCC3)ccc2OC[C@H](C)N(Cc2cccnc2)C[C@H]1C
  BioA inh: -1.3
> COCC(=O)Nc1ccc2c(c1)C(=O)N(C)[C@@H]1CC[C@H](CC(=O)NCC3CC3)O[C@@H]1CO2
  BioA inh: -2.7
> CCS(=O)(=O)Nc1ccc2c(c1)C(=O)N(C)C[C@H](OC)[C@@H](C)CN(C(=O)COC)[C@@H](C)CO2
  BioA inh: -3.1
> COc1ccc(CN(C)C[C@@H]2Oc3c(NS(=O)(=O)c4ccccc4)cccc3C(=O)N([C@@H](C)CO)C[C@H]2C)cc1
  BioA inh: -2.8
> C[C@@H]1CN([C@@H](C)CO)C(=O)Cc2cc(NC(=O)Cc3cn(C)c4ccccc34)ccc2O[C@H]1CN(C)Cc1ccc2c(c1)OCO2
  BioA inh: 1.7
> O=C(C[C@@H]1C[C@H]2c3cc(NC(=O)C4CCOCC4)ccc3O[C@H]2[C@@H](CO)O1)NCc1ccncc1
  BioA inh: -1.2
> CN(C[C@@H]1[C@@H](c2ccccc2)[C@H](CO)N1C(=O)C1CC1)C(=O)c1ccccn1
  BioA inh: -2.8
> COc1ccccc1CNC(=O)C[C@@H]1CC[C@@H](NC(=O)CN(C)C)[C@@H](CO)O1
  BioA inh: 0.2
> Cc1ccc(S(=O)(=O)Nc2cccc3c2O[C@H](CN(C)S(=O)(=O)c2ccccc2)[C@@H](C)CN([C@@H](C)CO)C3=O)cc1
  BioA inh: 2.6
> CC(C)NC(=O)Nc1ccc2c(c1)C(=O)N([C@H](C)CO)C[C@H](C)[C@H](CN(C)Cc1ccccc1)OCCCC[C@@H](C)O2
  BioA inh: -0.2
> C[C@@H]1CN([C@H](C)CO)C(=O)Cc2cc(NS(=O)(=O)c3ccc(Cl)cc3)ccc2O[C@H]1CN(C)C(=O)Nc1ccc(C(F)(F)F)cc1
  BioA inh: -2.2

> O=C(C[C@@H]1C=C[C@H](NC(=O)c2ccc(F)cc2)[C@H](CO)O1)NCCc1ccncc1
  BioA inh: -1.1
> Cc1noc(C)c1NC(=O)N(C)C[C@H]1OCCCC[C@@H](C)Oc2ccc(NS(=O)(=O)c3ccc(Cl)cc3)cc2C(=O)N([C@H](C)CO)C[C@H]1C
  BioA inh: 0.9
> COc1ccc(S(=O)(=O)Nc2ccc3c(c2)C(=O)N([C@@H](C)CO)C[C@H](C)[C@@H](CN(C)C(=O)Nc2ccc4c(c2)OCO4)OCCCC[C@@H](C)O3)cc1
  BioA inh: -2.2
> C[C@@H]1CN([C@@H](C)CO)C(=O)c2cc(NS(=O)(=O)c3ccc(Cl)cc3)ccc2O[C@@H]1CN(C)C(=O)NC1CCCCC1
  BioA inh: 0.1
> CO[C@H]1CN(C)C(=O)c2cc(NC(C)=O)ccc2OC[C@H](C)N(CC2CCCCC2)C[C@@H]1C
  BioA inh: -2.4
> C[C@H]1CN([C@@H](C)CO)C(=O)Cc2cc(NC(=O)Nc3cccc4ccccc34)ccc2O[C@H]1CN(C)CC1CC1
  BioA inh: -0.1
> COc1ccc(-c2cnc3c(c2)C(=O)N([C@@H](C)CO)C[C@H](C)[C@H](CN(C)C(=O)C2CCC2)O3)cc1
  BioA inh: 2.2
> O=C(O)C[C@H]1CC[C@@H]2[C@H](COC[C@@H](O)CN2S(=O)(=O)c2ccc(F)cc2)O1
  BioA inh: -6.4
> O=C(C[C@H]1C[C@H]2c3cc(NC(=O)Nc4ccccc4)ccc3O[C@H]2[C@@H](CO)O1)NCC1CC1
  BioA inh: 12.0
> C[C@H](O)C#Cc1cnc2c(c1)C(=O)N([C@H](C)CO)C[C@@H](C)[C@@H](CN(C)C(=O)c1ccncc1)O2
  BioA inh: -2.4
> C[C@@H]1CN([C@@H](C)CO)C(=O)c2cc(NC(=O)C3CC3)ccc2O[C@H]1CN(C)S(C)(=O)=O
  BioA inh: 0.9
> O=C(NC1CCCC1)[C@H]1[C@H](CO)[C@H]2Cn3c(ccc(C4=CCCC4)c3=O)[C@@H]1N2C(=O)c1ccccc1
  BioA inh: 0.1
> C[C@H]1CN([C@@H](C)CO)C(=O)Cc2cc(NC(=O)Cc3ccccc3)ccc2O[C@@H]1CN(C)Cc1ccc(Cl)c(Cl)c1
  BioA inh: -1.8
> Cc1ccc(S(=O)(=O)N[C@@H]2CC[C@@H](CC(=O)N3CCC(Cc4ccccc4)CC3)O[C@H]2CO)cc1
  BioA inh: 1.2
> C[C@@H]1CN([C@@H](C)CO)C(=O)c2cc(C#Cc3ccncc3)cnc2O[C@@H]1CN(C)S(=O)(=O)c1ccccc1F
  BioA inh: -0.9

> C[C@H]1CN([C@@H](C)CO)C(=O)c2cc(C#CCN(C)C)cnc2O[C@H]1CN(C)C(=O)Cc1ccccc1
  BioA inh: 3.3
> COC(=O)[C@H]1[C@H](CO)[C@H]2Cn3c(cccc3=O)[C@H]2N1CC1CCCCC1
  BioA inh: 0.9
> Cc1noc(C)c1NC(=O)Nc1ccc2c(c1)C(=O)N([C@H](C)CO)C[C@H](C)[C@H](CN(C)S(=O)(=O)c1cccs1)OCCCC[C@H](C)O2
  BioA inh: -1.1
> C[C@H]1CCCCO[C@H](CN(C)C(=O)Nc2ccc(C(F)(F)F)cc2)[C@@H](C)CN([C@@H](C)CO)C(=O)c2cc(N(C)C)ccc2O1
  BioA inh: -0.9
> CC(C)NC(=O)N(C)C[C@@H]1Oc2cc(-c3ccccc3)ccc2S(=O)(=O)N([C@@H](C)CO)C[C@H]1C
  BioA inh: 12.0
> CC(=O)N(C)C[C@H]1Oc2cc(C#C[C@H](C)O)ccc2S(=O)(=O)N([C@H](C)CO)C[C@H]1C
  BioA inh: -0.6
> C/C=C/c1cnc2c(c1)C(=O)N([C@@H](C)CO)C[C@H](C)[C@H](CN(C)C(=O)Cc1cccnc1)O2
  BioA inh: 2.3
> Cc1ccc(S(=O)(=O)Nc2cccc3c2O[C@H](CN(C)Cc2ccc(C(F)(F)F)cc2)[C@@H](C)CN([C@@H](C)CO)C3=O)cc1
  BioA inh: -1.8
> O=C(C[C@@H]1C=C[C@@H](NS(=O)(=O)c2ccccc2)[C@@H](CO)O1)N1CCc2ccccc2C1
  BioA inh: 1.2
> CCC(=O)NC[C@@H]1[C@H](c2ccccc2)[C@H](CO)N1C(=O)C1CCC1
  BioA inh: -1.6
> CN1C(=O)c2cc(NC(=O)Nc3ccc(Cl)cc3)ccc2OC[C@H]2O[C@H](CC(=O)O)CC[C@@H]21
  BioA inh: -0.3
> CC(C)NC(=O)Nc1ccc2c(c1)C(=O)N([C@H](C)CO)C[C@@H](C)[C@@H](CN(C)S(C)(=O)=O)O2
  BioA inh: -0.6
> Cc1noc(C)c1S(=O)(=O)Nc1cccc2c1O[C@H](CN(C)S(C)(=O)=O)[C@H](C)CN([C@H](C)CO)C2=O
  BioA inh: 0.2
> CO[C@@H]1CC[C@@H]2CCOc3ccc(C#N)cc3C(=O)N(C)[C@H](C)C(=O)N(C)C[C@@H]1O2
  BioA inh: 1.1
> C[C@H](O)C#Cc1cnc2c(c1)C(=O)N([C@H](C)CO)C[C@@H](C)[C@@H](CN(C)C(=O)CC1CC1)O2
  BioA inh: -1.2

> CN1C(=O)c2cc(NC(=O)c3ccc(Cl)cc3)ccc2OC[C@H]2O[C@@H](CC(=O)O)CC[C@H]21
  BioA inh: 3.7
> Cc1cccc(S(=O)(=O)N2C[C@H]3[C@@H](c4ccccc42)[C@@H](CO)N3C(=O)C2CC2)c1
  BioA inh: 0.0
> C[C@@H]1CN([C@H](C)CO)C(=O)c2cccc(NC(=O)C3CCCCC3)c2O[C@@H]1CN(C)C(=O)Nc1ccc2c(c1)OCO2
  BioA inh: 0.6
> COCC(=O)N(C)C[C@H]1Oc2ncc(-c3ccc(F)cc3)cc2C(=O)N([C@@H](C)CO)C[C@H]1C
  BioA inh: -2.3
> O=C(C[C@@H]1CC[C@@H]2[C@H](COC[C@@H](O)CN2Cc2cc(F)cc(F)c2)O1)NC1CCC1
  BioA inh: 0.5
> CCCNC(=O)N(C)C[C@H]1Oc2ncc(C3=CCCC3)cc2C(=O)N([C@@H](C)CO)C[C@H]1C
  BioA inh: -2.4
> C[C@@H]1CCCCO[C@@H](CN(C)S(=O)(=O)c2ccc(F)cc2)[C@H](C)CN([C@@H](C)CO)C(=O)c2cc(NC(=O)c3ccncc3)ccc2O1
  BioA inh: -3.5
> COc1ccc(C#Cc2ccc3c(c2)O[C@@H](CN(C)C(C)=O)[C@H](C)CN([C@H](C)CO)S3(=O)=O)cc1
  BioA inh: 2.4
> O=C(C[C@@H]1C[C@H]2c3cc(NC(=O)Nc4ccccc4F)ccc3O[C@H]2[C@H](CO)O1)NC1CCCC1
  BioA inh: -0.5
> Cc1noc(C)c1S(=O)(=O)Nc1ccc2c(c1)C(=O)N([C@H](C)CO)C[C@H](C)[C@H](CN(C)Cc1ccc(Oc3ccccc3)cc1)O2
  BioA inh: 0.0
> C[C@H](CO)N1C[C@H](C)[C@@H](CN(C)CC2CC2)Oc2ccc(NS(=O)(=O)c3ccc(Cl)cc3)cc2CC1=O
  BioA inh: -0.2
> C[C@H]1CN([C@@H](C)CO)S(=O)(=O)c2ccc(-c3cccc(F)c3)cc2O[C@H]1CN(C)C
  BioA inh: 1.5
> C[C@H]1CN([C@@H](C)CO)S(=O)(=O)c2ccc(C#CC3CC3)cc2O[C@H]1CN(C)C
  BioA inh: -1.9
> Cc1noc(C)c1NC(=O)N(C)C[C@H]1Oc2ccc(NC(=O)Nc3ccc(C(F)(F)F)cc3)cc2C(=O)N([C@@H](C)CO)C[C@@H]1C
  BioA inh: -3.7
> C[C@H](CO)N1C[C@H](C)[C@@H](CN(C)C(=O)Nc2ccccc2)Oc2ccc(NS(C)(=O)=O)cc2C1=O
  BioA inh: -2.9

> C[C@H](CO)N1C[C@H](C)[C@H](CN(C)C(=O)c2ccccc2)OCCCC[C@H](C)Oc2ccc(NS(=O)(=O)c3cccs3)cc2C1=O
  BioA inh: 0.6
> C[C@@H]1CN([C@@H](C)CO)C(=O)c2cccc(NS(=O)(=O)c3ccccc3)c2O[C@@H]1CN(C)CC1CC1
  BioA inh: 2.1
> Cc1noc(C)c1S(=O)(=O)Nc1ccc2c(c1)CC(=O)N([C@@H](C)CO)C[C@@H](C)[C@H](CN(C)S(=O)(=O)c1ccc(F)cc1)O2
  BioA inh: -0.3
> C[C@@H]1CN([C@H](C)CO)S(=O)(=O)c2ccc(C#CCN(C)C)cc2O[C@H]1CN(C)C(=O)CN(C)C
  BioA inh: -2.9

Of the compounds above, these have a cyano group.
> N#Cc1cccc(-c2ccc([C@H]3[C@H](CO)N4CCCCN(C(=O)Cc5cccnc5)C[C@@H]34)cc2)c1
  BioA inh: -1.8
> CO[C@@H]1CC[C@@H]2CCOc3ccc(C#N)cc3C(=O)N(C)[C@H](C)C(=O)N(C)C[C@@H]1O2
  BioA inh: 1.1

Source: PubChem BioAssay (Broad Institute)

Not all compounds are listed, so the mix of outcomes need not match the whole.
